From PubChem
All columns: NCI-60 one-dose screen, growth in % after 48 h at 10 µM unless noted; 100 = growth as untreated, 0 = no growth, -100 = all killed.
TK-10 = TK-10 renal cancer cells; 81,000 compounds, 3.9% hits; AID 1794769
RXF 393 = RXF 393 renal cancer cells; 77,000 compounds, 6.9% hits; AID 1794773
A498 = A498 renal cancer cells; AID 1794774; 76,000 compounds, 5.4% hits
SN12C = SN12C renal cancer cells. AID 1794767. 81,000 compounds, 3.8% hits
DU-145 = DU-145 prostate cancer; 81,000 compounds, 4.2% hits; AID 1794760
786-0 = 786-0 renal cancer cells | 81,000 compounds, 5.1% hits | AID 1794775
ACHN = ACHN renal cancer; 81,000 compounds, 4.9% hits
CAKI-1 = CAKI-1 renal cancer; 75,000 compounds, 4.7% hits
UO-31 = UO-31 renal cancer; 81,000 compounds, 5.2% hits; AID 1794768
An asterisk follows results filed as active; x = no result given; & = joins results of further samples. How the source made its calls: active means growth percent below 10; inactive means the rest. Hits appear at their usual frequency (roughly 11% active in at least one column).

SMILES	TK-10	RXF 393	A498	SN12C	DU-145	786-0	ACHN	CAKI-1	UO-31
O=C(O)C(C(=O)O)C(c1ccccc1)c1ccccc1Br (stereo not given)	95.0	113.5	98.6	97.1	108.7	104.7	99.2	97.7	88.9
O=C1NC(=NC23CC4CC(CC(C4)C2)C3)N/C1=C\c1ccc2ncccc2c1	-22.9*	-4.9*	-31.0*	-2.3*	3.5*	-51.0*	4.5*	-61.1*	14.7
Cc1ccc(-c2cc(-c3cc4ccccc4nc3Cl)[nH]c(=O)n2)cc1	26.3	-33.9*	57.3	0.4*	14.2	-22.6*	38.6	24.8	x
C(=N\Nc1nc(-c2ccccc2)cs1)/c1cccs1	128.5	113.6	99.1	93.1	96.2	93.6	48.4	61.9	55.3
CNCCC=C1c2ccccc2CCc2ccccc21	92.9&89.0	65.6&76.7	84.6	94.0&92.7	106.5&102.5	83.3&82.0	103.5&88.0	80.5&75.1	48.1&63.0
Cn1cc(C(=O)c2nc(-c3c[nH]c4ccccc34)no2)c2cc(F)ccc21	57.6	89.9	25.3	59.5	72.5	54.6	49.6	32.9	42.4
Cn1cc(C2=C(c3cn(C)c4ccccc34)C(=O)OC2)c2ccccc21	x	106.9	88.3	86.8	102.8	104.8	82.0	62.9	55.4
N#Cc1cccc(/C=C(/C(=O)c2ccccc2)c2ccccc2)c1	x	x	74.3	49.4	37.0	76.2	45.0	55.5	49.3
FC(F)(F)c1nn(-c2ccccc2)c2c1-c1ccccc1CO2	123.1	107.9	86.2	114.6	102.6	98.9	104.5	92.2	90.9
Cc1nn(-c2ccccc2)c2ncn(CC(=O)N/N=C/c3ccccc3O)c(=O)c12	63.4	42.2	87.2	47.4	51.6	37.2	21.4	39.1	22.6
Nc1c(C(=O)Nc2cccc(Cl)c2)sc2nc3c(cc12)CN(Cc1ccccc1)CC3	113.2	99.8	95.5	102.3	71.4	113.1	95.8	x	78.9
COc1ccc(/C=N/Nc2cc(=O)[nH]c3ccccc23)cc1	100.8	115.3	111.3	96.4	115.0	101.5	102.3	100.2	96.7
CCOCc1cnc(C)nc1N	104.0	112.6	108.3	103.0	120.7	99.2	x	115.9	x
N#Cc1cccc(-c2cc(=O)c3cc(O)c(F)cc3[nH]2)c1	113.8	107.6	101.0	100.6	110.5	106.4	103.6	90.9	85.5
COc1cc2nc(C(=O)NCCN(C)C)n(N)c(=O)c2cc1OC	100.7	111.1	100.0	99.2	100.5	100.1	99.3	x	88.5
N#Cc1ncoc1N1CCN(c2ccc(F)cc2)CC1	75.0	103.7	96.0	111.2	97.0	95.1	107.1	x	93.0
NS(=O)(=O)c1ccc(CN2C(=O)c3ccc4c5c(ccc(c35)C2=O)C(=O)N(Cc2ccc(S(N)(=O)=O)cc2)C4=O)cc1	106.6	84.9	105.2	82.3	89.8	83.1	63.6	85.0	92.7
NNC(=O)N/N=C1\C(=O)N(c2nccs2)C(=O)C(=O)C1c1nc2ccccc2s1 (stereo not given)	113.5	105.5	98.3	96.0	103.0	118.0	109.0	96.7	75.5
COc1ccc(-c2nc(SCCC(C)C)nc(Nc3ccc(C(=O)O)cc3)c2C#N)cc1	86.7	90.1	62.5	90.6	93.2	97.0	83.9	92.1	67.0
CCOC(=O)c1c(NCC(=O)Nc2ccc(Br)cc2)sc(C(C)=O)c1C	110.4	109.1	109.4	109.6	111.7	95.8	101.7	90.0	92.0
O=C(Nc1ccc(Br)cc1)Oc1ccc(Cl)cc1C(=O)c1ccccc1	108.4	81.6	123.6	79.9	101.9	113.2	91.0	77.9	69.3
CC[C@H](C)[C@@H]1NC(=O)[C@@H]([C@@H](C)CC)NC(=O)CC(=O)[C@H](C)[C@H](/C=C(\C)C[C@H](C)C/C(C)=C/c2cnco2)OC1=O	x	97.9	72.7	94.4	103.6	95.2	93.3	75.7	74.3
COc1cc(-c2ccc(N=C=O)c(OC)c2)ccc1N=C=O	106.3	113.9	98.9	95.0	116.2	108.6	93.9	93.1	59.5
CC1(C)NC(=O)N(c2ccc([N+](=O)[O-])c(C(F)(F)F)c2)C1=O	111.6	110.2	77.6	100.3	118.7	98.8	105.7	83.0	83.0
COc1ccc2c(c1)nnn1c3ncccc3c(Br)c21	106.8	73.7	90.1	97.3	102.6	71.5	88.0	x	74.2
O=C1/C(=C/c2cc(F)cc(F)c2)Cc2c(F)ccc(Br)c21	116.3	89.5	121.5	93.2	114.0	102.4	100.5	88.0	80.7
Clc1ccc2ncccc2c1	115.5	99.7	111.3	105.4	94.2	118.8	105.5	101.6	76.0
S=C(Nc1cccc(Cl)c1)Nc1cccc(Cl)c1	98.3	114.6	85.7	103.1	97.2	86.8	105.5	81.3	78.8
CCOC(=O)c1[nH]c(C)nc1/N=N/N(C)C	93.7	101.6	102.0	90.1	116.6	111.2	103.8	96.4	99.4
O=C(Cn1nnc2ccccc21)N/N=C/c1cccc(O)c1O	73.6	75.3	92.0	55.2	56.6	52.1	26.2	44.3	16.9
CCc1nc(N)nc(N)c1C#CC(C)c1ccc(-c2ccncc2)cc1Cl (stereo not given)	18.8	32.9	22.7	18.4	21.1	18.3	14.1	x	10.9
CCCCCCCCCCCCCCCCCCOc1ccccc1CC(=O)NCC[N+]1(C)CCCC1	25.9	4.9*	71.5	29.8	56.8	70.2	95.8	74.0	85.1
CCOC(=O)CC1CSC(c2ccc(F)cc2)=N1 (stereo not given)	106.4	102.9	x	101.9	106.3	104.1	108.9	103.3	98.9
CC1=C(/C=C/C(C)=C/C=C/C(C)=C/C=C/C=C(C)/C=C/C=C(C)/C=C/C2=C(C)CCCC2(C)C)C(C)(C)CCC1	110.9	102.4	107.6	93.4	106.2	x	101.2	113.2	77.0
Nc1ncnc2c1ncn2-c1ccc(C(F)(F)F)cc1	108.8	103.3	96.4	90.3	97.8	99.4	91.0	99.4	x
Cc1nn(-c2ccccc2)c(Oc2ccccn2)c1/C=N\N=c1/sc2ccccc2n1C	103.7	99.7	84.9	97.1	102.9	94.4	96.0	101.1	98.6
COc1cc2nc(SCC(=O)Nc3cc(OC)c(OC)c(OC)c3)n(-c3ccc(F)cc3)c(=O)c2cc1OC	103.4	95.2	82.0	95.5	106.3	96.8	98.9	97.2	62.6
Oc1ccccc1-c1nn(-c2ccccc2)cc1-c1nc2ccccc2[nH]1	x	95.3	89.8	94.6	110.6	120.5	87.3	84.3	89.3
COC(=O)CCCCI	106.9	99.5	93.1	95.8	119.4	102.1	103.5	89.2	90.8
Cc1c(C(=O)NO)sc2ncnc(Nc3ccc(NC(=O)Nc4cccc(C(F)(F)F)c4)cc3)c12	116.2	106.6	x	97.9	104.5	108.4	94.8	90.6	75.8

Reformatted as a markdown table: part of the list above.
| Compound | TK-10 | RXF 393 | A498 | SN12C | DU-145 | 786-0 | ACHN | CAKI-1 | UO-31 |
| --- | --- | --- | --- | --- | --- | --- | --- | --- | --- |
| CC1=C(/C=C/C(C)=C/C=C/C(C)=C/C=C/C=C(C)/C=C/C=C(C)/C=C/C2=C(C)CCCC2(C)C)C(C)(C)CCC1 | 110.9 | 102.4 | 107.6 | 93.4 | 106.2 | x | 101.2 | 113.2 | 77.0 |
| Nc1ncnc2c1ncn2-c1ccc(C(F)(F)F)cc1 | 108.8 | 103.3 | 96.4 | 90.3 | 97.8 | 99.4 | 91.0 | 99.4 | x |
| Cc1nn(-c2ccccc2)c(Oc2ccccn2)c1/C=N\N=c1/sc2ccccc2n1C | 103.7 | 99.7 | 84.9 | 97.1 | 102.9 | 94.4 | 96.0 | 101.1 | 98.6 |
| COc1cc2nc(SCC(=O)Nc3cc(OC)c(OC)c(OC)c3)n(-c3ccc(F)cc3)c(=O)c2cc1OC | 103.4 | 95.2 | 82.0 | 95.5 | 106.3 | 96.8 | 98.9 | 97.2 | 62.6 |
| Oc1ccccc1-c1nn(-c2ccccc2)cc1-c1nc2ccccc2[nH]1 | x | 95.3 | 89.8 | 94.6 | 110.6 | 120.5 | 87.3 | 84.3 | 89.3 |

Four of these compounds in another layout:
canonical_smiles | TK-10 | RXF 393 | A498 | SN12C | DU-145 | 786-0 | ACHN | CAKI-1 | UO-31
Cc1nn(-c2ccccc2)c(Oc2ccccn2)c1/C=N\N=c1/sc2ccccc2n1C | 103.7 | 99.7 | 84.9 | 97.1 | 102.9 | 94.4 | 96.0 | 101.1 | 98.6
COc1cc2nc(SCC(=O)Nc3cc(OC)c(OC)c(OC)c3)n(-c3ccc(F)cc3)c(=O)c2cc1OC | 103.4 | 95.2 | 82.0 | 95.5 | 106.3 | 96.8 | 98.9 | 97.2 | 62.6
Oc1ccccc1-c1nn(-c2ccccc2)cc1-c1nc2ccccc2[nH]1 | x | 95.3 | 89.8 | 94.6 | 110.6 | 120.5 | 87.3 | 84.3 | 89.3
COC(=O)CCCCI | 106.9 | 99.5 | 93.1 | 95.8 | 119.4 | 102.1 | 103.5 | 89.2 | 90.8

(listing goes on)
SMILES	TK-10	RXF 393	A498	SN12C	DU-145	786-0	ACHN	CAKI-1	UO-31
COC(=O)c1nn(-c2ccccc2)c2cnc3nc(-c4ccccc4)cc-3n12	120.2	136.9	116.8	102.6	107.1	104.9	98.4	84.1	97.0
COc1cccc(C(=O)NNC(=O)c2cccc3ccccc23)c1	120.5	115.4	105.1	108.4	117.2	103.6	106.2	102.2	97.0
O=[N+]([O-])c1cccc(N=NNc2cccc([N+](=O)[O-])c2)c1	69.7	90.2	-2.2*	89.5	86.2	90.4	95.7	87.5	80.0
C#C/C(=C\c1ccc(Br)cc1)n1nc2cccc(F)c2n1	89.5	74.5	x	90.1	81.3	81.5	92.4	44.9	65.1
Cc1ccc(Nc2cc(N)nc(N)n2)cc1Cl	111.1	97.5	101.2	103.8	94.0	87.9	100.8	81.6	83.4
COC(=O)c1ccccc1	104.8	100.1	89.8	102.5	118.8	108.4	97.9	109.4	78.2
CCCCC1CCc2cccc3c(SCC(=O)N(C)c4ccc(Cl)cc4)cc[n+]1c23 (stereo not given)	109.0	127.8	113.9	104.0	108.2	106.1	104.9	99.1	102.7
O=C(O)CN(CC(=O)O)C1C(=O)NC(=O)NC1=O	99.1	140.2	91.1	96.5	108.3	92.3	101.1	101.2	98.8
O=C1c2cccc3cccc(c23)C(=O)N1Nc1nc(N2CCN(c3ccccc3)CC2)nc(-n2cnc3ccccc32)n1	128.7	70.9	23.1	87.5	105.3	96.7	85.3	68.8	44.8
CCOC(=O)CSc1ncnc2c1c(-c1ccccc1)cn2-c1ccc(Cl)cc1	118.9	110.7	117.9	103.1	115.8	95.5	85.2	76.4	60.7
COc1cc2c(cc1OC)C1=NN(C(=O)Nc3ccc(F)cc3)C(c3ccncc3)C1C2 (stereo not given)	x	108.7	93.2	101.8	106.3	101.4	96.3	79.8	86.2
O=c1/c(=C/c2ccc(O)cc2)sc2nc3ccccc3n12	x	107.2	68.9	91.2	101.3	87.0	104.4	90.5	82.7
CCCCCN(CCCCC)C(=O)CCl	111.2	102.9	86.0	103.8	105.6	108.3	116.6	103.1	96.7
Cc1cc(Cl)c(C)cc1Cl	110.8	108.3	128.0	108.9	113.9	107.6	100.1	108.0	107.1
N#CC1=C(N)Oc2c(c(=O)[nH]c3ccccc23)C12c1cc(Br)ccc1-c1ccc(Br)cc12	97.5	91.3	98.2	101.8	100.7	92.0	83.2	80.3	74.5
CN(C)c1ccc(C(=S)c2ccc(N(C)C)cc2)cc1	82.7	84.2	62.6	75.6	98.9	95.6	93.4	87.1	59.0
O=C(Nc1cccc2[nH]c(C(F)(F)F)nc12)c1ccco1	102.8	94.0	68.5	120.6	108.4	103.3	94.7	93.1	77.6
CCOC(=O)C=P(c1ccccc1)(c1ccccc1)c1ccccc1	107.2	108.4	x	100.0	119.9	101.8	100.2	95.3	98.8
CC1(C)COC(=O)OC1	98.4	106.2	125.8	95.7	x	102.0	109.8	99.8	83.0

Two compounds drawn at random from the list so far, as already listed:
SMILES	TK-10	RXF 393	A498	SN12C	DU-145	786-0	ACHN	CAKI-1	UO-31
O=C(Nc1cccc2[nH]c(C(F)(F)F)nc12)c1ccco1	102.8	94.0	68.5	120.6	108.4	103.3	94.7	93.1	77.6
N#CC1=C(N)Oc2c(c(=O)[nH]c3ccccc23)C12c1cc(Br)ccc1-c1ccc(Br)cc12	97.5	91.3	98.2	101.8	100.7	92.0	83.2	80.3	74.5
